Assay outcomes (PubChem)
AmpC inh detg – inhibitors of E. coli AmpC beta-lactamase with detergent; Potency, µM (doses to about 114 µM), inactives show top-dose activity change, negative = inhibition, most hits filed as inhibitors; AmpC hydrolysis of nitrocefin, absorbance 480 nm, 0.01% Triton; 0.041% of 370,000 active; P00811;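 further: potency means the concentration at half of the fitted maximal effect; 0% = no-compound wells and -100% = no-enzyme wells; nearly all actives have a fitted effect of over 25% in size; some results filed as inactive show a strong effect at the top dose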
Target sequence (P00811 whole entry, looked up): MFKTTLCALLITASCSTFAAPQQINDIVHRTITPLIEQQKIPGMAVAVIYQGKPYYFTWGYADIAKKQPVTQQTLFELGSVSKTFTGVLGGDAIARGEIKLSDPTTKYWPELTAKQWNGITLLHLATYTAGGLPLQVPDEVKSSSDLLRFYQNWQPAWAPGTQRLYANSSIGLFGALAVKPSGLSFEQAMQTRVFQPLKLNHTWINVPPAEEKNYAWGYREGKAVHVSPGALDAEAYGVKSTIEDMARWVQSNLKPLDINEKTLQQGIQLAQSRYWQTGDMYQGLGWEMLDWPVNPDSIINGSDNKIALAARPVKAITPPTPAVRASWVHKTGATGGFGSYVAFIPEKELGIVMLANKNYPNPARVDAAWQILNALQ
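20 mM phosphate pH 7.0 + 0.01% (detergent screen) or 0.0001% Triton X-100; 5.3 nM AmpC reagent; cpd preinc 15 min RT; nitrocefin (800 uM stock) to start; A480 q20 s × 4 min; Activity was normalised to no-enzyme and no-compound control wells.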
Shiga inhibitor – blocks Shiga toxin action in Vero cells. inhibition, % at 38.7 µM. Vero cells, Shiga toxin protein synthesis inhibition reporter. AID 2315. 9.2% of 290,000 active; in the data active means inhibition mostly above about 28%, no sharp cut-off; inactive means mostly below about 43%; further: 0% is about no effect
AmpC inh no detg – inhibitors of E. coli AmpC beta-lactamase without detergent; 0.52% of 330,000 active; Potency, µM (series often up to 57.1 µM), for inactives: at the highest dose activity change, negative = inhibition, actives largely listed as inhibitors; AmpC nitrocefin hydrolysis, absorbance 480 nm, 0.0001% Triton; P00811;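 further: potency means the concentration at half of the fitted maximal effect; plate controls were no compound for no effect and no enzyme for full effect; nearly all actives have a fitted effect of over 20% in size; some results filed as inactive show a strong effect at the top dose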
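20 mM phosphate pH 7.0 + 0.01% (detergent screen) or 0.0001% Triton X-100; 5.3 nM AmpC reagent; cpd preinc 15 min RT; nitrocefin (800 uM stock) to start; A480 q20 s × 4 min; Activity was normalised to no-enzyme and no-compound control wells.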
Giardia FBPA inh – inhibitors of Giardia lamblia fructose-1,6-bisphosphate aldolase. A8B2U2. purified Giardia FBPA. Potency, µM (titrated, usually from 59.6 µM), for inactives: at the top dose activity, negative = inhibition, hits mostly inhibitors. 0.71% of 290,000 active. AID 2451; further: potency means the concentration at half of the fitted maximal effect; on the % scale 0 is the no-effect control and ±100 the full control effect; nearly all actives have a fitted effect of over 55% in size
Target sequence (A8B2U2 whole entry, looked up): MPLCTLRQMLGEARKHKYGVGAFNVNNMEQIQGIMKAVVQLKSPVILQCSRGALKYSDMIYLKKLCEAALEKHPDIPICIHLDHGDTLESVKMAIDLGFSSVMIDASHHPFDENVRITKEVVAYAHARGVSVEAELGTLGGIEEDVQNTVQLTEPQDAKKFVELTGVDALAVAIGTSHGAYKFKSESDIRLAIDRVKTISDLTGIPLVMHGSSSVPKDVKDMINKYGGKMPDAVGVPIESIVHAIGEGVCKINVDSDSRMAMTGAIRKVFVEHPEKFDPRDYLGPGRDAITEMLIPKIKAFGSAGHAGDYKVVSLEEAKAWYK
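Giardia FBPA (40 nM reagent) was preincubated 10 min at RT with compound (up to 57.5 uM final), then substrate plus GAPDH/TPI/NAD/arsenate coupling system with diaphorase/resazurin was added; resorufin fluorescence (525/598 nm) was read after 20 min.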
Cycloheximide cs – counter-screen hit for Shiga toxin inhibitors, cycloheximide; cell reporter, cycloheximide protein synthesis inhibition counterscreen; 12% of 300,000 active; AID 2314; max response, %; in the data active means max response mostly above about 13%, no sharp cut-off; inactive means mostly below about 14%; further: read at 38.3 µM for the half of the compounds with a filed dose; 0% is about no effect
AMA1 RON2 block – disrupts binding of P. falciparum AMA1 to RON2 | AlphaScreen AMA1-biotinylated RON2 peptide binding | 0.2% of 360,000 active | Potency, µM (top dose mostly 58.2 µM), for the others: top-dose activity change, negative = inhibition, usual class: inhibitors;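 further: potency means the concentration at half of the fitted maximal effect; 0% = vehicle wells and -100% = peptide control; nearly all actives have a fitted effect of over 45% in size; some results filed as inactive show a strong effect at the top dose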
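AMA1 (3D7) with his tag at 25 nM final met compounds first, then biotinylated RON2 peptide at 25 nM; detection used donor plus acceptor beads, 10 µg/mL apiece, read by AlphaScreen after 30 min at room temperature.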
HCMV antiviral – inhibitors of human cytomegalovirus | 4.5% of 410,000 active | HFF cells, HCMV-luciferase reporter, 72 h; active compounds read low | AID 1259415 | activity change, negative = inhibition, % at 57.5 µM; in the data active means activity change below about -60%; inconclusive means no clear call, values can overlap the other calls; inactive means above about -39%; further: on the % scale 0 is the no-effect control and ±100 the full control effect
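HFF cells seeded 16 h at 37C, treated with compounds, infected with luciferase-reporter HCMV at MOI 1 PFU/cell; luciferase read at 72 h post infection, normalized to buffer-only and Salinomycin controls.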
Active calls of the source: *; ? = inconclusive; / = no result given; & = joins results of further samples; [ ] = dose if it differs, or a comment. Unless noted, the call rests on the fitted dose curve; in most records, active means well fitted curve in the direction sought with a large enough effect; inconclusive means small, poorly fitted or top-dose-only effect, or another doubt; inactive means no such curve, though single readings can be large; an effect the other way counts as inactive or inconclusive.

SMILES	AmpC inh detg	HCMV antiviral	Giardia FBPA inh	Shiga inhibitor	AMA1 RON2 block	Cycloheximide cs	AmpC inh no detg
CC(C)C1N(C(=O)CN2CCCC2)CCN1S(=O)(=O)c1ccccc1 (stereo unspecified)	0%	-19	-2%	-5	9%	-4	15%
O=C(NC(=S)Nc1cccc2c(O)cccc12)c1ccco1	-8%	-27	?	109*	54%[activator]	26*	-52%
CSC1=NC2(CCCCC2)CC12C=CC(=O)C=C2	1%	-10	0%	8	-1%	-1	-10%
C=CCN(C(=O)c1csnn1)C(C(=O)NCc1ccc(F)cc1)c1sccc1C (stereo unspecified)	?	0	-3%	-3	5%	-2	-10%
O=C(NC(=S)N1CCN(c2ccc(O)cc2)CC1)c1cccs1	-6%	-20	13µM*	84*	99%[activator]	24*	-14%
CC(=O)Nc1ccc(NC(=O)C(C)OC(=O)CC23CC4CC(CC(Br)(C4)C2)C3)cc1 (stereo unspecified)	/	-16	/	/	-1%	/	19%
COc1cc(OC)cc(C(=O)NCC(=O)OCC(=O)Nc2ccc3c(c2)OCO3)c1	-14%	-26	-5%	-3	-2%	-2	-28%
O=C(CN1CCCCC1)Nc1nnc(-c2ccccc2)s1	-15%	65	-8%	72*	16%	20*	-16%
O=C(Nc1ccncc1)c1ccc(S(=O)(=O)Nc2ccccc2)cc1	-5%	?	-2%	15	-8%	4	4%
CCOC(=O)c1oc2cccc(OCC(O)CNC(C)C)c2c1C (stereo unspecified)	17%	0	1%	11	2%	5	13%
Cc1cccc(-n2cc(-c3ccccc3)c3c(N4CCOCC4)ncnc32)c1	7%	-18	2%	-11	3%	2	101%[activator]
COc1cccc(C(=O)OC(C)C(=O)Nc2ccc3c(c2)OCO3)c1 (stereo unspecified)	0%	-13	/	/	7%	/	-17%
CCC(C(=O)OCc1csc(CC(=O)Nc2ccccc2C)n1)c1ccccc1 (stereo unspecified)	?	-4	/	/	44%[activator]	/	-5%
Cc1ccc(C(=O)NCC(c2ccc(F)cc2)N2CCOCC2)cc1 (stereo unspecified)	-2%	2	6%	11	7%	7	6%
COc1cccc(Cn2cccc(NC(=O)Nc3cccc(C#N)c3)c2=O)c1	-6%	-62*	-6%	4	6%	4	-33%
CC1CCN(S(=O)(=O)c2ccc3c(c2)oc(=O)n3CC(=O)N2CCc3ccccc3C2)CC1	-13%	-7	2%	-7	44%[activator]	-5	-20%
COc1ccccc1N1C(=O)C2C3C=CC(C3)C2(C)C1=O (stereo unspecified)	-9%	71	0%	-5	1%	-2	-20%
CCOc1ccc(C(=O)NC2CCN(C(=O)Nc3ccccc3OC)CC2)cc1	-4%	3	-15%	4	-8%	-2	-1%
O=C(N/N=C\c1ccc(Oc2ccccc2)cc1)c1csnn1	-7%	16	-6%	97*	12%	47*	-12%
Cc1ccc2occ(C(=O)c3ccco3)c(=O)c2c1	1%	-1	0%	48*	1%	18	-15%
COc1ccc(C2(C)NC(=O)N(CC(=O)Nc3ccc4c(c3)CCC4)C2=O)cc1OC (stereo unspecified)	3%	6	/	/	1%	/	18%
CCC(=O)Nc1cc(SCCO)cc([N+](=O)[O-])c1	5%	40	-1%	-9	5%	-2	-15%
Cc1cc(C)cc(N(C)S(=O)(=O)c2nnc(NC(=O)C(C)C)s2)c1	-9%	?	10%	-2	4%	-1	-15%
N=c1c2c(n(Cc3ccc(F)cc3)c3c1CCC3)CCC2	9%	-100*	11%	9	2%	-1	3%
C/C(=N\NC(=O)c1ccc(Cl)cc1)c1cccc(NC(=O)C(C)C)c1	4%	17	3%	24	70%[activator]	17*	-30%
c1ccc2nc(N3CCOCC3)cnc2c1	-1%	150	5%	18	4%	17*	-13%
Cc1ccc(C(=O)N2CCC(Cc3ccccc3)CC2)cc1S(=O)(=O)N1CCOCC1	-14%	-5	/	/	5%	/	263%[activator]
CC(C)N1C(=O)CCC1C(=O)NC1CCCC1 (stereo unspecified)	-3%	-15	4%	-11	18%	-3	-23%
COc1ccc(CC(=O)NCC2CCCN(Cc3ccccc3OC)C2)cc1 (stereo unspecified)	-10%	54	-4%	-22	6%	-1	0%
COC(=O)C1=C(C)N(CCc2ccc(OC)c(OC)c2)C(=O)C1	-3%	16	-27%	12	4%	-4	49%

Pulled by compound from the list above, 2 records:
SMILES	AmpC inh detg	HCMV antiviral	Giardia FBPA inh	Shiga inhibitor	AMA1 RON2 block	Cycloheximide cs	AmpC inh no detg
CCC(C(=O)OCc1csc(CC(=O)Nc2ccccc2C)n1)c1ccccc1 (stereo unspecified)	?	-4	/	/	44%[activator]	/	-5%
O=C(N/N=C\c1ccc(Oc2ccccc2)cc1)c1csnn1	-7%	16	-6%	97*	12%	47*	-12%

Going on with the list.
SMILES	AmpC inh detg	HCMV antiviral	Giardia FBPA inh	Shiga inhibitor	AMA1 RON2 block	Cycloheximide cs	AmpC inh no detg
Cc1cc(C(=O)NC2CCCc3ccccc32)ccc1[N+](=O)[O-] (stereo unspecified)	-7%	-1	0%	4	-12%	13	-47%
Cc1c(C(=O)Nc2ccc(S(N)(=O)=O)cc2)oc2ccc(Cl)cc12	2%	?	-1%	-5	-6%	-1	-17%
CCn1nc(C)c(CN2CCN(Cc3ccc(OC)c(C)c3C)C(CCO)C2)c1C (stereo unspecified)	-3%	1	0%	-6	9%	-1	61%[activator]
CCOc1ccc(Oc2ccc(Cl)cc2NC(=O)CCNC(C)=O)cc1	-3%	-66*	1%	-4	6%	13	72%[activator]
CC(C)(C)c1ccc(CN2C(=O)c3ccccc3S2(=O)=O)cc1	9%	122	-19%	33	-17%	18*	-8%
O=C(CN1c2ccccc2Sc2ccccc21)NNC(=O)Nc1cccc(Cl)c1	-1%	-73*	1%	-14	67%[activator]	1	-55%
O=C(/C=C\Nc1cccc(F)c1)c1ccc2c(c1)OCO2	?	-5	1%	26	0%	28*	-30%
CC(=O)N/C(=N/c1nc(C)cc(C)n1)Nc1cccc(C)c1C	-15%	-27	-3%	14	-5%	-4	-20%
CCOC(=O)[C@H]1[C@H]2COc3ccc(Cl)cc3[C@@H]2N2C(=O)CN(Cc3ccc(OC)cc3)C(=O)[C@@]12C	3%	14	/	/	-11%	/	152%[activator]
O=C(NCc1ccccc1)C(c1ccccc1F)N(CC1CCCO1)C(=O)c1ccccn1 (stereo unspecified)	-4%	-13	1%	5	17%	-7	15%
COc1cc(O)c(C(CCN2CCN(c3ccccc3)CC2)c2cc(OC)c(OC)c(OC)c2)c(OC)c1 (stereo unspecified)	-2%	18	-26%&-17%	6&7	-25%	4&-3	125%[activator]
CC(=O)N1CCN(S(=O)(=O)c2ccc(F)c(Cl)c2)CC1	-13%	-12	4%	-10	-1%	-3	-15%
COc1cccc(NC(=O)c2cc(-c3ccc(C)o3)nc3ccccc23)c1	5%	29	8%	15	-5%	7	-27%
Nc1ncncc1-c1ccc2ccccc2c1	6%	-75*	-2%	-13	3%	-4	-13%
O=c1c2c(-c3cccs3)csc2ncn1/N=C/c1ccc(OC(F)F)cc1	6%	-12	-6%	-13	-12%	2	-34%
O=C1OCc2cc(N=Nc3c(O)[nH]c(=O)[nH]c3=O)ccc21	1%	51	-9%	0	-2%	8	-12%
COc1ccc2c(Cl)c(-c3nnc(SCC(=O)c4ccccc4)n3C)sc2c1	2%	-1	7%	-3	10%	-2	-25%
OCCC1CN(C2CCN(c3ccccc3F)CC2)CCN1Cc1ccccc1 (stereo unspecified)	8%	-14	9%	-4	-10%	-1	29%
CCCS(=O)(=O)N1CCN(c2ccccn2)CC1	-17%	10	?	-9	-10%	-6	-17%
CCO[C@@H]1OC(C(=O)O)=C[C@H](c2ccc(Br)cc2)[C@H]1CCCO	-8%	-4	2%	3	-3%	-2	23%
CCOC(=O)N1CCN(C(=O)CSc2ccc(C(=O)OC)cc2[N+](=O)[O-])CC1	-3%	9	2%	-17	-7%	-2	2%
O=C(c1ccco1)N1CCN(C(=O)c2cc(-c3ccccn3)nc3ccccc23)CC1	8%	53	2%	13	0%	-1	39%
Cc1ccnc(NC(=O)CC(c2ccccc2)c2ccccc2)n1	-8%	-34	6%	-10	-2%	-2	-6%[2.29 µM]
COc1ccccc1C(=O)C1CCCN(C(=O)CN2CCCCC2=O)C1 (stereo unspecified)	6%	42	2%	29	3%	19*	-8%
COc1ccc(C(C#N)N2N=C(C)CC2c2ccccc2)cc1OC (stereo unspecified)	?	-10	?	-11	12%	-2	-8%
O=C(Nc1ccc(-c2nc3ccc(NC(=O)c4cccs4)cc3[nH]2)cc1)c1cccs1	0%	-84*	7%	-24	-15%	-2	-55%
COCCn1c(C)cc(C2=NNC(=NC(C)(C)C)SC2)c1C	2%	-19	-20%	4	15%	10	65%[activator]
O=C(CCC1COc2ccccc2O1)Nc1ccc(Cl)cn1 (stereo unspecified)	-7%	?	-5%	31*	43%[activator]	14*	-34%
Cc1sc2ncnc(N3CCC(C(=O)Nc4nc(-c5cccs5)cs4)CC3)c2c1C	0%	16	/	/	-5%	/	-41%
O=C(COC(=O)c1cnccn1)c1cccc([N+](=O)[O-])c1	-2%	8	-2%	5	0%	-2	-1%
COc1ccc(S(=O)(=O)c2nnn(-c3cccc(OC)c3)c2N)cc1	-1%	?	-4%	-5	-12%	5	-36%
CCCCCc1ccc(-c2ccc(/C=C/C(N)=O)cc2)nc1	?	-23	2%	67*	-11%	56*	-51%
O=C1NC(=S)NC(=O)C1=Cc1ccc(OCC(=O)N2CCCC2)cc1	7%	14	/	-10	-24%	11	-29%
COc1ccc2oc(=O)c(C(=O)NCc3ccccc3)cc2c1	-16%	-13	9%	-2	-6%	-4	-9%
CCn1c(=O)c(C(=O)NCc2cccnc2)c(O)c2ccccc21	?	?	?	-8	3%	-2	102%[activator]
CCC(=O)Nc1ccc(NC(=O)c2c(C)nc3ccccn23)cc1	-15%	-14	-1%	10	-3%	-4	-11%
CC(Oc1ccc2c3c(c(=O)oc2c1)CCCC3)C(=O)NCC1CCC(C(=O)O)CC1 (stereo unspecified)	?	-20	-22%	-1	-1%	-3	-10%
O=C(COC(=O)Cc1ccccc1F)NC(=O)NC1CCCC1	/	-10	/	/	-8%	/	-11%
Cc1cc(=O)[nH]c(SCc2nc3ccccc3n2Cc2ccccc2)n1	-8%	-19	3%	-16	8%	-1	-25%
COc1ccc(/C=N/c2c(-c3ccco3)nc3ccccn23)cc1OC	-12%	56	?	-5	?	-5	48%
